High-throughput results from PubChem.
RBX1-CUL1 inh – blocks human RBX1-Cullin-1 di-ubiquitin formation; P62877+Q13616; in vitro K48 di-Ub FRET, acceptor:donor ratio, 45 min; inhibition, % at 10 µM; 140,000 tested, 0.6% active; AID 1347404; in the data active = inhibition above about 25%
Target sequence (P62877 whole entry, looked up): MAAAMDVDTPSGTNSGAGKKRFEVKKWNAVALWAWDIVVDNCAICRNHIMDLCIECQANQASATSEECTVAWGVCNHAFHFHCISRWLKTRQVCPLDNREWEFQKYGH
Target sequence (Q13616 whole entry, looked up): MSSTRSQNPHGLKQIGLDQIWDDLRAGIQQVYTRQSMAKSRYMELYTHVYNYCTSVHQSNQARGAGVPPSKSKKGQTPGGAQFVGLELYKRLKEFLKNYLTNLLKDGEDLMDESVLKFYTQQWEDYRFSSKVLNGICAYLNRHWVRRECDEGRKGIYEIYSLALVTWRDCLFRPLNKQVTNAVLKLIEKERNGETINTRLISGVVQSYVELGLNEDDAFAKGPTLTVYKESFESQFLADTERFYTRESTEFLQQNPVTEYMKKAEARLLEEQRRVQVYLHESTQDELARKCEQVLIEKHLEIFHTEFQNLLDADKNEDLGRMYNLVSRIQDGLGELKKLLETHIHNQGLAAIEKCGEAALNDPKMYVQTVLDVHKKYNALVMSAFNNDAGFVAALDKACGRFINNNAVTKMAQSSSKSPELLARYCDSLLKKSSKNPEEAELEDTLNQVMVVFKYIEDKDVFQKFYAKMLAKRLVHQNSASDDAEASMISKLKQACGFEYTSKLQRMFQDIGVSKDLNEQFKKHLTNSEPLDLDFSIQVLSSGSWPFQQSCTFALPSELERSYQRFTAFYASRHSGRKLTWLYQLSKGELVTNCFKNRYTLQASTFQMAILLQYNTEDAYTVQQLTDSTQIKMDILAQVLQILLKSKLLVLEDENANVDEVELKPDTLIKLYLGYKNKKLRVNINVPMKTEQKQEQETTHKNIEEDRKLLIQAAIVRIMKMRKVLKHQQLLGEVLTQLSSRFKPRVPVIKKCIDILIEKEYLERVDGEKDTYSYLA
* marks the source's active call; other numbers are inactive results.

SMILES | RBX1-CUL1 inh
COC(=O)CCC(=O)NNC(=O)c1ccccc1 | 0
CCC(Oc1ccc2c(c1)CCC2)C(=O)N1CCN(c2ccccn2)CC1 (configuration not stated) | -1
Cc1cc(F)ccc1NC(=O)c1ccc2nc(Cc3ccccc3)oc2c1 | 9
Cc1cc(C)c(C)c(S(=O)(=O)NCC(=O)Nc2ccc(F)c(Cl)c2)c1C | -1
O=C(Nc1cccc2cccnc12)c1ccccc1[N+](=O)[O-] | 5
O=C(c1ccccc1)N1CCC(C2(c3ccccn3)NC(=O)N(CCc3cccs3)C2=O)CC1 (configuration not stated) | 5
COCCN1C(=O)CC(CC(=O)N2CCC(C(O)c3ccccc3)CC2)(c2ccccc2F)C1=O (configuration not stated) | 0
COc1ccc(/C=C2\N=C(c3ccco3)OC2=O)c(OC)c1OC | -1
Cc1ccc(S(=O)(=O)c2cc3c(=O)n4cc(C)ccc4nc3n(C3CCCC3)c2=N)cc1 | 6
O=C(Cc1cccc(C(F)(F)F)c1)N1CCC2(CC1)CC2C(=O)N1CCN(c2ccccn2)CC1 (configuration not stated) | 4
COC(=O)Cc1ccc(NC(=S)N2CCN(Cc3ccc4c(c3)OCO4)CC2)cc1 | 3
CC1=C(C(=O)N2CCOCC2)C(c2ccc(O)cc2)n2nc(C)nc2N1 (configuration not stated) | 0
COc1ccc(C(C)C)cc1S(=O)(=O)Nc1cccc(Cl)c1Cl | 4
O=C(NCCCn1cccn1)C1(N2CCCCC2)Cc2ccccc2C1 | 2
CC(C)OC(=O)c1c(-c2ccccc2Cl)csc1NC(=O)C(F)(F)F | -4
CCOc1cc(/C=N/NC(=O)c2c(C)nc3sccn23)ccc1O | -1
CC(CNC(=O)c1sc2ncccc2c1-n1cccc1)c1ccccc1 (configuration not stated) | 4
C=CCN1C(=O)/C(=C\c2cccc(OCc3ccc(F)cc3)c2)C(=O)NC1=S | 1
CN1CCN(CC(=O)N2CCC(=C3c4ccccc4Sc4ncccc43)CC2)CC1 | 2
COc1ccc(OC2CCN(C(=O)C3CC3)CC2)c(C(=O)N2CCN(C)C[C@@H]2C(C)C)c1 | 3
Cc1ccc(S(=O)(=O)Nc2ccc3c(c2)ncn3CCn2cnc3cc(NS(=O)(=O)c4ccc(C)cc4)ccc32)cc1 | -6
COCC(=O)NC1CC(=O)N(CCCc2ccccc2)C1 (configuration not stated) | 11
Cc1cc(C)nc(NC(NC(=O)c2cccnc2)(C(F)(F)F)C(F)(F)F)c1 | -5
CSc1cccc(CN2CCc3[nH]nc(-c4ccc5c(c4)OCO5)c3C2)c1 | 7
COc1ccc(/C=C/C(=O)c2ccc(S(=O)(=O)NCc3cccnc3)cc2)cc1 | -2
CCOc1ccc(NC(=O)Cn2c(=O)n(CCC(=O)NCCc3ccccc3)c(=O)c3ccccc32)cc1 | 5
CC(C)OC(=O)c1c(-c2ccccc2)csc1NC(=O)c1ccc(Cl)cc1Cl | 1
CCC1CN(CC(=O)NC(CCn2ccnc2)c2ccccc2)Cc2cc(OC)ccc2O1 (configuration not stated) | 1
COc1cc(C)c(Cl)cc1S(=O)(=O)N1CCCC1 | -14
COc1ccccc1CNC(=O)CSc1ncc2c(n1)-c1ccc(Cl)cc1N(Cc1ccccc1)S2(=O)=O | 2
O=C(CCCn1cncn1)N1CCCC(Nc2ccccc2)C1 (configuration not stated) | -14
CC(C)CNC(=O)c1c(-c2ccccc2)c(-c2ccccc2)nn(C)c1=O | 0
Cc1n[nH]c(=O)nc1NCc1ccc(Cl)cc1 | 5
COc1cc(OC)cc(C(=O)Nc2ccc3nn(-c4ccc(C)cc4)nc3c2)c1 | 4
CCOc1ccc(-n2c(CN3CCc4ccccc4C3)nc3ccccc3c2=O)cc1 | 4
COc1ccc(OC)c(-c2cc(Cl)c3c(c2)CC(CNC(=O)c2cccs2)O3)c1 (configuration not stated) | 6
COC(=O)C1=c2s/c(=C\c3ccc(O)cc3)c(=O)n2C(=N)C(C(=O)OC)C1c1ccc(O)cc1 (configuration not stated) | -10
Cc1sc2nc3[nH]c(=O)c(Cc4ccccc4)nn3c(=O)c2c1C | 5
O=C(/C=C/c1ccco1)N1CCN(C(c2ccccc2)c2ccccc2)CC1 | 6
CN1CCN(C(=Nc2nc(N3CCOCC3)c(C#N)cc2C#N)N(C)C)CC1 | -6
Cc1ccccc1/C=N/N1C(=O)c2ccc3c4c(ccc(c24)C1=O)CC3 | 0
O=C1c2ccc(I)cc2C(=O)N1c1ccc(Cl)cc1 | -11
Cc1ccccc1C(=O)NC1CCCC1 | 3
COc1cccc(CNC(=O)CSc2n[nH]c(-c3ccccc3Cl)n2)c1OC | 4
CCn1c(C)cn2c3c(=O)n(CC(C)C)c(=O)n(C)c3nc12 | 6
COc1cc(CNCCN2CCCCC2=O)ccc1OCC(O)CN1CCOCC1 (configuration not stated) | 4
O=C(NCc1ccc(F)cc1)c1cc2cccc3c2n1CCS3 | -5
Cn1nc(C(N)=O)c2ccccc2c1=O | 15
CCSc1ncc(Cl)c(C(=O)N(Cc2ccccc2Cl)C2CCS(=O)(=O)C2)n1 (configuration not stated) | -2
Cc1ccc(Cl)cc1NC(=O)Cn1c(=O)c2ccccc2n2nncc12 | 13
CCCCCCCCOc1ccc(C(=O)O)c(F)c1F | 4
O=C(Nc1cccc(Cl)c1)c1cc(-c2ccc3c(c2)OCCO3)on1 | 11
Cn1nnnc1NCc1cccc(Cl)c1 | -5
CC(=O)Nc1cc([N+](=O)[O-])c(C(C)(C)C)cc1[N+](=O)[O-] | 2
CCN(CC)CCCC(C)Nc1nc(C)nc2ccccc12 (configuration not stated) | -2
CC1CCN(Cc2nc3ccc(Cl)cc3[nH]2)CC1 | -5
Cc1ccccc1CS(=O)(=O)N1CCc2ccccc2C1 | -7
CCCCCCCC(=O)NC(C)Cc1c[nH]c2ccccc12 (configuration not stated) | -1
O=C(O)c1ccc(NCc2cccc(Br)c2)cc1 | -14
Cc1cc(C)n(CCN(C)C(=O)CC2(c3ccccc3C)CC(=O)N(Cc3cccnc3)C2=O)n1 (configuration not stated) | -9

Exported with tabs: 6 of the compounds above.
SMILES	RBX1-CUL1 inh
COc1cc(OC)cc(C(=O)Nc2ccc3nn(-c4ccc(C)cc4)nc3c2)c1	4
CCOc1ccc(-n2c(CN3CCc4ccccc4C3)nc3ccccc3c2=O)cc1	4
COc1ccc(OC)c(-c2cc(Cl)c3c(c2)CC(CNC(=O)c2cccs2)O3)c1 (configuration not stated)	6
COC(=O)C1=c2s/c(=C\c3ccc(O)cc3)c(=O)n2C(=N)C(C(=O)OC)C1c1ccc(O)cc1 (configuration not stated)	-10
Cc1sc2nc3[nH]c(=O)c(Cc4ccccc4)nn3c(=O)c2c1C	5
O=C(/C=C/c1ccco1)N1CCN(C(c2ccccc2)c2ccccc2)CC1	6

Further structures.
SMILES | RBX1-CUL1 inh
CC(C)OC(=O)c1cc(NC(=O)CCC(=O)O)cc(C(=O)OC(C)C)c1 | 1
COc1cc(C(=O)NN2C(=O)c3ccccc3NC2c2cc(Br)cc(Br)c2O)cc(OC)c1OC (configuration not stated) | 1
CCc1noc(C)c1C(=O)NCCc1ccc(F)cc1 | 7
COc1ccc(S(=O)(=O)Nc2ccc3oc4c(c3c2)CCCC4)cc1 | 9
CN1CCN(C(=O)CCC2CCCN(C(=O)CCN3CCCCO3)C2)CC1 (configuration not stated) | 2
O=C(NC1CC(=O)N(c2ccc(F)cc2)C1)C1CCCCC1 (configuration not stated) | 4
O=C(/C=C(/C(=O)O)c1ccccc1)Nc1ccc(N2CCN(c3ccccc3)CC2)cc1 | 1
Cc1ccc(CS(=O)(=O)Nc2ccccc2C)cc1 | -2
COc1ccc(C)cc1-n1c(-c2ccc(C)cc2)cc2c1CC(C)(C)CC2=O | 0
CCSC1=NC(=O)CC(=O)N1c1ccc(OC)cc1 | 5
Cc1cc(Br)ccc1S(=O)(=O)N1CCC(C(N)=O)CC1 | -5
COc1cc(C(=O)/C(=C/c2cccnc2)c2nc3ccccc3o2)cc(OC)c1OC | 7
COC(=O)c1ccc(NC(=O)CSc2nnc(COc3ccc4ccccc4c3)n2C)cc1 | 3
O=C(NC1CCCCCCC1)C1CCCN(C2CCN(C(=O)C3CC3)CC2)C1 (configuration not stated) | 4
Cn1c(SCC(=O)Nc2ccc(N3CCOCC3)c(Cl)c2)nnc1C(O)c1ccccc1 (configuration not stated) | 2
CC1=C(C)CC2C(=O)N(c3ccc(C)c([N+](=O)[O-])c3)C(=O)C2C1 (configuration not stated) | -1
O=C(CNS(=O)(=O)c1ccc(Br)s1)N1CCN(c2ccccc2F)CC1 | -9
CCCCC1C(=O)N=C2SC=CN2C1=O (configuration not stated) | 1
Cc1cc2nc(-c3cccc(N)c3C)oc2cc1C | -2
COC(=O)CSc1nc2nc(C(C)C)cc(=O)n2[nH]1 | -5
COc1ccc(CCCc2n[nH]c(=S)o2)cc1 | -8
CCCN1CC=C2C(C#N)C(=N)C(C#N)(C#N)[C@@H](c3cccc(Cl)c3Cl)[C@@H]2C1 (some centres not stated) | 4
COc1ccc(-n2nc(-c3ccc(Br)cc3)cc2CC#N)cc1 | 3
COc1ccc(NC(=O)c2oc3c(c2C)-c2nn(Cc4ccccc4Cl)cc2CC3)cc1OC | 7
Clc1ccc2nc(NCc3ccccc3)c3nncn3c2c1 | 7
CSc1ccccc1C(=O)NCc1c(C)ncc2c1CCN(C(=O)[C@H](CC(C)C)NC(C)=O)C2 | 3
COC(=O)c1ccc(Oc2cccc(C#N)c2C#N)cc1 | -6
O=C(CSc1nc2ccc(NC(=O)c3ccc(Br)cc3)cc2s1)NCC1CCCO1 (configuration not stated) | 5
CCCCCC(=O)Nc1ccccc1[N+](=O)[O-] | 0
CC(=O)Nc1ccc(N2CC(C(=O)N3CCCCC3C)CC2=O)cc1 (configuration not stated) | -9
O=C(Nc1ccccc1Sc1ncnc2scc(-c3ccccc3)c12)c1cccs1 | -8
CC12CCC3C(CCC4Cc5[nH]c6ccc(OCc7ccccc7)cc6c5CC43C)C1CC/C2=N/O (configuration not stated) | -10
O=C(NCc1ccccc1F)C12CC3CC(CC(C3)C1)C2 | 4
CN(Cc1ccccn1)c1ccc(C(=O)N2CCC(Oc3cccnc3)CC2)cn1 | 11
CCOCC(=O)Nc1ccc(N(CC)CC)cc1 | 3
CCC(CC)C(=O)N1CCN(S(=O)(=O)c2ccc(OC)c(OC)c2)CC1 | -2
COc1ccc(NC(=O)c2cc(C3CC3)nc3c2c(C)nn3-c2ccccc2)cc1 | -3
COc1ccccc1CNC(=O)c1c(OC)cc(=O)n2c1CCN(Cc1ccccc1Cl)CC2 | -3
COC(=O)c1sc(NC(=O)CSc2nc(C)nc3sc4c(c23)CCCC4)c(C(=O)OC)c1C | -5
O=C(NCCOc1ccccc1)c1ccccc1NC(=O)C(c1ccccc1)c1ccccc1 | 7
CCc1nn2c(=O)c(S(=O)(=O)Nc3ccc(Cl)cc3)c(C)nc2s1 | 5
COc1ccccc1OCc1ccc(C(=O)NC2CCCCCCC2)cc1 | -7
Cc1cccc(NC(=O)CCSc2nc3ccccc3n2S(=O)(=O)c2ccccc2)c1 | 2
COC(=O)N/N=C/c1cc([N+](=O)[O-])ccc1Cl | -4
CC(=O)Nc1ccc(NC(=O)C(C)Oc2cc(Cl)c(Cl)cc2Cl)cc1 (configuration not stated) | 2
O=C1NN=CC(=N/N=C\c2cccc([N+](=O)[O-])c2)C1Cl (configuration not stated) | 1
S=C1NCCOCCOCCOCCOCCNC(=S)N2CCOCCOCCN1CCOCC2 | 0
Cn1cnc([N+](=O)[O-])c1Sc1ncccc1N | 5
CCOc1ccc(CCNC(=O)c2ccc3c(c2)sc2nc(-c4ccc(F)cc4)cn23)cc1OCC | -10
Cc1cccc(NC(=O)c2sc3nc4c(cc3c2N)CCC4)c1 | 2
CNC(=O)C1CCN(C(=O)N2CC(C)Oc3ccc(Cl)cc32)CC1 (configuration not stated) | 3
Fc1ccc(COn2nnc3cccnc32)cc1 | 3
CCC(CC)C(=O)Nc1ccc(C(=O)Nc2cc(C)on2)cc1 | 1
CCCNC(=O)c1cc(-c2ccccc2)oc1C | 13
CN(Cc1ccc(C(F)(F)F)cc1)C1CCN(c2cccc(NC(=O)c3ccncc3)c2)CC1 | 8
Cc1cc(OCC(=O)O)ccc1S(C)=O (configuration not stated) | -8
Nc1c(C(=O)Nc2cccc(C(F)(F)F)c2)sc2nc(-c3ccc(Br)cc3)cc(-c3ccccc3)c12 | -6
Cc1cccc(C2CCCN(C(=O)CCC3(Cc4ccc(Cl)cc4)CCC(=O)N3)C2)c1 (configuration not stated) | 8
COC(=O)Nc1ccc(S(=O)(=O)N2CCCC(C(=O)Nc3ccc4c(c3)OCO4)C2)cc1 (configuration not stated) | -3
COc1ccccc1Nc1nc(N)nc(CSc2nncn2C)n1 | -9

The results go on:
SMILES | RBX1-CUL1 inh
CCOc1cc(OCC)nc(Oc2ccsc2C(=O)OC)n1 | -6
Cc1cccc(N(C)S(=O)(=O)c2cc(-c3cnc(C4CC4)o3)ccc2C)c1 | -14
CC1(c2ccc(Cl)cc2)NC(=O)NC1=O (configuration not stated) | 5
COCc1nc2cc(NC(=O)Cc3ccccc3)cc(C(=O)NCC3OCCc4ccccc43)c2n1C (configuration not stated) | -5
COCC(=O)Nc1cc(C(=O)N2CCCC(c3ccccc3)CC2)cc2nc(-c3cccnc3)n(C)c12 (configuration not stated) | 5

Molecules listed so far that have a CF3 group (5):
SMILES | RBX1-CUL1 inh
O=C(Cc1cccc(C(F)(F)F)c1)N1CCC2(CC1)CC2C(=O)N1CCN(c2ccccn2)CC1 (configuration not stated) | 4
CC(C)OC(=O)c1c(-c2ccccc2Cl)csc1NC(=O)C(F)(F)F | -4
Cc1cc(C)nc(NC(NC(=O)c2cccnc2)(C(F)(F)F)C(F)(F)F)c1 | -5
CN(Cc1ccc(C(F)(F)F)cc1)C1CCN(c2cccc(NC(=O)c3ccncc3)c2)CC1 | 8
Nc1c(C(=O)Nc2cccc(C(F)(F)F)c2)sc2nc(-c3ccc(Br)cc3)cc(-c3ccccc3)c12 | -6

A portion of the library; the hit share may differ from the screen's.
